Assay outcomes deposited in PubChem BioAssay by Sanford-Burnham Center for Chemical Genomics.
HKDC1 inh = blocks human hexokinase HKDC1 activity. Q2TB90. recombinant HKDC1, G6PDH/diaphorase resazurin coupled fluorescence. inhibition, % at 20 µM. 340,000 tested, 0.16% active. AID 493160;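 active = inhibition above about 35% when tested at 20 µM, limit read from the data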;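 note: plate controls were DMSO wells with enzyme for no effect and DMSO wells lacking enzyme for full effect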
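Assay system: in-house recombinant HK5 (HKDC1) enzyme. Input: HKDC1 at 5 µg/mL. Medium: Tris pH 8.0 buffer with MgCl2, Tween-20, BSA, BME. Dosing: single 20 µM dose. Schedule: 90 min reaction incubation at room temperature, dark. Signal: resazurin-to-resorufin fluorescence via G6PDH and diaphorase coupling, 525/613 nm. Controls: DMSO-enzyme wells negative, buffer-substituted wells positive.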
PfGluPho inh = PfG6PD (Plasmodium falciparum) enzyme inhibition | PfGluPho enzyme, NADPH resazurin-diaphorase fluorescence | inhibition, % at 20 µM | 350,000 tested, 0.78% active;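 active = inhibition reaching at least a set limit at 20 µM in the primary screen, cut at about 59% in these data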;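 note: 0% = DMSO wells with substrate and 100% = DMSO wells lacking glucose-6-phosphate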
ATG4B inh = blocks human ATG4B protease cleavage of LC3 substrate; AID 504462; ATG4B cleavage of LC3-PLA2, NBD-HPC fluorescence, 1 h; inhibition, % at 8.33 µM; 340,000 tested, 0.51% active; in the data active = inhibition above about 40%
Target sequence (Q9Y4P1 whole entry, looked up): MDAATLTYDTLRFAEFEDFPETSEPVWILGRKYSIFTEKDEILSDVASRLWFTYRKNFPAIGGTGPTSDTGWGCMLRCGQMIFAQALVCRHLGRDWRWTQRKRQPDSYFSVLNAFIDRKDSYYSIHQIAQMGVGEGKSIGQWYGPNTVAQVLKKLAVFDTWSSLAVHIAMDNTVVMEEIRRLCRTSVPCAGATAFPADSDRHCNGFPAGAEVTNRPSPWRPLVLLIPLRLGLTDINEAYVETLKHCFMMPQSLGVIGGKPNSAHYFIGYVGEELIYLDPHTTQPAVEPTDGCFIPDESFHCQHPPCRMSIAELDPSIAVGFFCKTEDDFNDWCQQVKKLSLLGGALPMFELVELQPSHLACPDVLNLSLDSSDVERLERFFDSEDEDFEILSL
SENP6 block = SENP6 protease inhibition; Q9GZR1; Recombinant SENP6 catalytic domain, aminoluciferin luminescence; inhibition, % at 10 µM; 330,000 tested, 1.8% active;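 active = inhibition above about 50% at the single tested dose, limit read from the data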;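 note: plate controls were DMSO wells with enzyme for no effect and DMSO wells lacking enzyme for full effect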
SENP8 inh = SENP8 (human) protease inhibition | Q96LD8 | recombinant SENP8, Nedd8 substrate fluorescence | inhibition, % at 20 µM | 360,000 tested, 0.64% active; in the data active = inhibition mostly above about 40%, no sharp cut-off; inactive = mostly below about 27%
Target sequence (Q96LD8 whole entry, looked up): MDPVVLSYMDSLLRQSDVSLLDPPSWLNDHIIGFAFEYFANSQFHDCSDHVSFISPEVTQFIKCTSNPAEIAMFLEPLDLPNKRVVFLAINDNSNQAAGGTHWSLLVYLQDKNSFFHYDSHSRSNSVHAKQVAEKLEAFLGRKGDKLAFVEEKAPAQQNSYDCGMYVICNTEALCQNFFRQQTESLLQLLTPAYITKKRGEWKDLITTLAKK
MPTP inh = blocks calcium-induced mitochondrial swelling; isolated mouse mitochondria, Ca2+ swelling absorbance, 30 min; inhibition, % at 10 µM; 360,000 tested, 1.4% active;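 active = inhibition of 50% or more, scaled per plate between neutral and stimulator controls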;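 note: 0% = DMSO wells given calcium and 100% = 1 mM EGTA wells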
NR3A LBD binder = modulators (binders) of human NR3A ligand-binding domain; NR3A LBD differential scanning fluorimetry, Tm shift; 0% = protein alone, 100% = glycine-bound protein; 340,000 tested, 2.5% active; Tm shift relative to glycine control, % at 25 µM; AID 1259313;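 active = melting temperature shift of at least 10% of the positive control shift, at one fixed dose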
SENP7 block = SENP7 protease inhibition; Q9BQF6; AID 434973; inhibition, % at 5 µM; 330,000 tested, 1.5% active; recombinant SENP7, Z-RLRGG-aminoluciferin luminescence, 40 min;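 active = inhibition above about 50% at the single test dose, limit read from the data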;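 note: plate controls were DMSO with enzyme for no effect and no enzyme buffer wells for full effect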
Target sequence (Q9BQF6 706-1050 limits assumed): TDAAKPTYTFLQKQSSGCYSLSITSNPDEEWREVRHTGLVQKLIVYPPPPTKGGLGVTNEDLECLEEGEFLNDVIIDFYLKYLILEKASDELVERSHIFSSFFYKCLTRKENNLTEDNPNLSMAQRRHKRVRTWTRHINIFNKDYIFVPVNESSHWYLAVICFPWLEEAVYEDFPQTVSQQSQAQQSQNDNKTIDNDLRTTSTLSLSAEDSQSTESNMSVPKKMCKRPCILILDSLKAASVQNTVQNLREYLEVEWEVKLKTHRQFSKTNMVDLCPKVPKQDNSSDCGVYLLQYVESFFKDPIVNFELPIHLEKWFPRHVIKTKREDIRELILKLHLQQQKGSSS
* marks the source's active call; other numbers are inactive results; . = not tested or not shown; & = joins results of further samples.

SMILES	HKDC1 inh	PfGluPho inh	ATG4B inh	SENP6 block	SENP8 inh	MPTP inh	NR3A LBD binder	SENP7 block
O=C(CC1NCCN(Cc2ccccc2)C1=O)Nc1ccc(Cl)cc1 (stereo unspecified)	-4	-9	4	-5	14	1.0	0	-3
COc1ccc(C2=NN(C(=O)CSc3nc(=O)n4cc(C)ccc4n3)C(c3ccc(C)cc3)C2)cc1 (stereo unspecified)	3	4	-20	-8	-14	-2.3	1	-6
Cc1ccc2c(c1)[C@H]1[C@H](CO2)[C@H](c2ccccc2)[C@]2(C)C(=O)N(C)CC(=O)N12	3	-11	.	.	-4	0.0	-2	.
COCCNC(=O)COC(=O)c1[nH]c(C)c(C(C)=O)c1C	-9	6	5	-4	20	0.2	0	-4
COc1cc(OC)c(C2=Nc3ccc(Br)cc3C(c3ccccc3)N2CC(=O)NN)cc1OC (stereo unspecified)	-5	-2	-7	7	-9	-1.6	-1	-5
CC(=O)Nc1cccc(OCC(=O)/C=C2\N(C)c3ccccc3C2(C)C)c1	2	12	-1	9	-318	0.6	1	-8
CCOc1ccc(OCc2ccc(C(=O)N3CCCCC3)o2)cc1	3	15	-6	-2	-6	1.3	2	5
CC(C)CCNC(=O)CN(C)S(=O)(=O)c1cccc2nsnc12	-8	-11	0	5	6	-0.6	-2	4
COc1ccc(OCC(=O)Nc2nonc2NC(=O)COc2ccc(OC)cc2)cc1	-8	-13	-3	-14	20	1.5	3	4
COc1ccc(C(=O)COC(=O)CNC(=O)c2ccc(Cl)cc2Cl)c(OC)c1	-2	8	-10	-4	0	-1.9	0	-16
COc1ccccc1CC(=O)Nc1ccc2c(c1)CCC2	-1	8	-3	-6	19	-0.3	-4	5
CCCC(C(=O)Nc1ccc(S(=O)(=O)Nc2nccs2)cc1)c1ccccc1 (stereo unspecified)	6	-7	5	-6	9	-1.9	0	1
O=C(C[C@H]1C[C@H](C(=O)N2CCCCC2)[C@@]2(CCc3ccccc3)c3[nH]c4ccc(Cl)cc4c3CCN2C1=O)NCCC1=CCCCC1	-4	-16	-7	.	0	2.1	0	-6
Cn1c(=O)c2c(nc(NCc3cccnc3)n2Cc2ccccc2Cl)n(C)c1=O	-1	3	12	-12	11	0.1	-1	-4
COc1cc(NC(=O)CN(C)C2CCCCC2)c(C)cc1[N+](=O)[O-]	-1	5	-5	2	27	2.5	-2	3
Cc1ccc(NC(=O)CN(C)Cc2ccc(Cl)cc2)cc1	-9	20	-2	-19	4	0.2	3	5
CCCCn1c(=O)c(C(=O)OCC)c(O)c2ccccc21	2	-12	-6	5	12	-0.4	3	9
CN(C(=O)c1ccccc1)C1c2c(ccc3ccccc23)OCC1CO (stereo unspecified)	0	30	5	-10	25	-1.0	3	-4
COC(=O)c1c(C)oc(C)c1S(=O)(=O)N1CCCCC1	-5	-13	2	-14	20	0.5	1	8
O=c1c2[nH]c3ccc(F)cc3c2ncn1CC1CCCO1 (stereo unspecified)	4	-3	1	1	-164	-0.1	0	0
CCn1c(SCC(=O)OC)nnc1-c1ccccc1	-7	1	3	6	6	-4.3	-2	-4
CSc1ccc2nnc(-c3cccc(F)c3)n2n1	-5	11	-7	0	-69	-2.7	0	6
COc1ccc(S(=O)(=O)NC(CC(=O)O)c2ccco2)cc1 (stereo unspecified)	-5	-10	1	-3	10	0.1	-3	5
CC(C)CC1Nc2ncnc(N3CCN(c4ccccn4)CC3)c2N(Cc2ccccc2)C1=O (stereo unspecified)	-1	15	-10	4	2&5	-0.2&0.6	-2	2
CSCCC1NC(=O)N(CC(=O)Nc2c(C(C)C)cccc2C(C)C)C1=O (stereo unspecified)	-3	-4	-7	-6	9	-1.4	0	-13

New compounds follow.
SMILES	HKDC1 inh	PfGluPho inh	ATG4B inh	SENP6 block	SENP8 inh	MPTP inh	NR3A LBD binder	SENP7 block
Cc1ccc(S(=O)(=O)CCC(=O)Nc2ccc(F)cc2)cc1	-2	-2	0	2	14	0.6	0	-2
O=C(NCc1ccco1)C1CCN(S(=O)(=O)c2cccc([N+](=O)[O-])c2)CC1	5	7	-4	5	3	-0.4	-2	8
Cc1ccc(S(=O)(=O)N(CC(O)CN2CCCC2)c2ccccc2)cc1 (stereo unspecified)	9	-14	-11	-9	6	-0.7	0	-1
Cc1c(Cl)cccc1NS(=O)(=O)c1cccc2nsnc12	-1	-7	4	-4	14	0.9	1	-7
Oc1oc(-c2ccccc2)nc1/C=N/c1ccccn1	-2	-11	2	-11	-44	0.5	-8	-14
Cc1ccc(-c2csc(N3CCC(NS(=O)(=O)c4ccc5c(c4)OCCO5)CC3)n2)cc1	0	23	-14	3	11	95*	-2	-2
COCCNC(=O)CSc1nc(N)c(NC(=O)c2ccccc2F)c(=O)[nH]1	1	-1	9	8	13	-1.4	-3	-13
O=C(NCCc1ccncc1)c1ccc2nc(Cc3cccc(Cl)c3)oc2c1	2	14	-8	-1	8	-0.8	0	0
CC(C)C[C@H]1CN=C(N(C)C)N1CCc1cccc(F)c1	-7	-4	-3	-13	14	-0.2	0	-9
Cc1sc2ncnc(NCCCn3ccnc3)c2c1C	-4	8	-12	1	3	3.9	1	2
COc1ccc2cc(CN(CC3COCCO3)S(=O)(=O)c3ccccc3)c(=O)[nH]c2c1 (stereo unspecified)	-4	4	-1	.	-129	-1.5	-3	.
COC(=O)CCC(=O)OC1(C)C(=O)C=C2C=C(C3CC3)N(C(CO)CO)C=C2C1=O (stereo unspecified)	17	52	0	10	6	0.1	-1	5
Cc1c(C=O)c2ccccc2n1CC(=O)NCc1ccccc1	13	-59	-1	-22	-1	-0.1	-2	-2
O=C(NNC(=O)c1ccccc1Cl)c1ccco1	-6	4	-1	-5	20	0.6	3	-1
CC(=O)c1ccc(OCCCOc2cccc3cccnc23)cc1	-2	24	-5	-6	-58	0.1	-2	-4
COc1ccc(S(=O)(=O)Nc2nnc(C(C)C)s2)cc1	-6	1	-5	0	4	-0.8	1	5
CC(=Nc1ccccc1C)C1=C(O)CSC1=O	3	-8	1	2	-59	0.0	-1	-1
CCOC(=O)C1=C(CS(=O)(=O)c2ccc(F)c(C)c2)NC(=O)NC1c1ccc(O)c(O)c1 (stereo unspecified)	-3	9	-11	15	16	-0.2	0	1
CCOC(=O)COc1ccc2cc(C(=O)OCC)c(=O)oc2c1	-4	9	-2	-7	-409	-0.2	5	-1
C/C(=N\O)C1CC(CC(=O)O)C1(C)C (stereo unspecified)	-5	1	-3	.	24	-0.3	5	.
COC(=O)C(CSCc1ccccc1)NC(=O)CSc1nc(N)cc(=O)[nH]1 (stereo unspecified)	-7	5	6	4	13	0.2	-1	-1
COc1ccc2oc(C(=O)OCC(=O)N3CCCCC3)c(C)c2c1	2	-3	-6	-6	-363	-0.5	-4	-4
CC(C)C[C@H](NC(=O)N1CCn2c1nc1ccccc12)C(=O)NC1CC1	-1	-6	2	-12	12	-0.3	-1	7
O=C(COc1ccc(Br)cc1)N(Cc1ccccc1)c1ccccn1	-6	4	1	-17	10	0.1	-5	-4
CCn1c(O)c(C(C#N)=C2N=c3ccccc3=N2)c2ccccc21	4	-11	2	-16	3	0.4	-30	2

Additional records follow:
SMILES	HKDC1 inh	PfGluPho inh	ATG4B inh	SENP6 block	SENP8 inh	MPTP inh	NR3A LBD binder	SENP7 block
COCCn1c(SCC(=O)Nc2ccccc2C)nc2c(oc3ccccc32)c1=O	-9	-22	-1	-6	7	-0.1	0	2
Cc1ccc(OCC(=O)NCCNC(=O)c2ccco2)cc1	-3	-16	-1	-13	10	0.3	-1	-9
Cc1cc(OCC(=O)Nc2ccc(OCc3ccccc3)cc2)nc(C(C)C)n1	2	-11	2	8	13	2.2	1	6
COC(=O)c1ccccc1-c1ccc(/C=C2\C(=O)N(c3ccccc3)N=C2c2ccccc2)o1	17	-4	6	53*	27	5.4	3	13
CCCCNC(=O)c1sc2nc(C)cc(COC)c2c1-n1cccc1	0	9	2	5	7	5.9	-1	1
CC1=C(C#N)C(NC(=O)c2ccc(Cl)cc2)(C(F)(F)F)C(=O)N1 (stereo unspecified)	-5	-1	-1	-14	21	-0.5	2	-7
CCc1nnc(NS(=O)(=O)c2ccc(N=Cc3c(C)[nH]n(-c4cccc(Cl)c4)c3=O)cc2)s1	3	-2	32	35	33	10	20*	5
Cc1ccc(S(=O)(=O)N(C)CCCC(=O)Nc2cccc3ccccc23)cc1	-7	19	-14	-5	6	4.3	0	-4
CC(=O)Oc1ccc(C(=O)O)cc1OC(C)=O	-1	-11	9	2	12	-0.1	-17	3
COc1ccccc1NC(=O)CSc1nc(=O)n(Cc2ccncc2)c2c1CCCC2	-2	-1	-6	1	5	-1.8	-1	-9
COc1ccccc1-c1c(C)oc2c(CN3CCN(CCO)CC3)c(O)ccc2c1=O	-7	7	-8	.	-406	-2.2	1	.
CCN(C(=O)COc1ccc(C)cc1OC)c1cccc2ccccc12	-14	-7	-2	7	11	0.9	-1	-7
CC(=O)Nc1ccc(C(=O)CSc2nnc(Cn3nnc4ccccc43)n2C)cc1	-9	-6	-1	-23	8	0.3	-2	3
COCCNC(=O)c1cc(-c2ccccc2)n(CC2CC(c3ccc(OC)cc3)=NO2)n1 (stereo unspecified)	-7	-3	1	-12	11	-0.5	0	-11
CCCN(Cc1nnc(-c2cccs2)o1)C(=O)CN1C(=O)NC2(CCCCC2)C1=O	3	-4	-4	-5	6	-0.9	1	6
COc1cccc(CN2CCc3ccc(NC(=O)CCc4ccc(C)cc4)cc3C2)c1O	0	20	-3	-8	20	1.0	-1	3
Cc1cc2nc(-c3ccccc3)cc(=O)n2[nH]1	8	15	-6	42	-422	2.6	1	10
COc1ccccc1N(CC(=O)N1CCN(c2ccc(F)cc2)CC1)S(=O)(=O)c1ccc(C)cc1	1	9	7	-7	4	0.2	1	3
O=C(O)CSc1nc2ccccc2s1	-2	-26	-6	8	20	-0.1	0	-8
CCCCC(=O)Nc1nn(CCC)c2nc3ccccc3cc12	-2	13	-5	-4	-384	2.3	1	1
C=CCn1c(CCSCc2ccc(OC)c(C)c2)n[nH]c1=S	-4	26	4	0	18	-0.9	0	1
CC(=O)Nc1ccc(NC(=O)CSC2=NCCS2)cc1	6	15	0	.	33	-0.3	5	.
CCCCNC(=O)c1cc2c(=O)n3cccc(C)c3nc2n(Cc2ccccc2)c1=N	-11	51	13	-15	-313	6.2	0	-4
COCCCN1C(=O)C(=O)/C(=C(/O)c2ccc(S(=O)(=O)N3CCCCC3)cc2)C1c1ccc(OC)cc1 (stereo unspecified)	-4	-38	-2	-15	21	-1.3	-1	16
CO/N=C/C=C1/N(C)c2ccccc2C1(C)C	-5	-8	-2	-3	21	1.0	-1	6
COc1ccc(-c2nc(C#N)c(NC(C)c3ccccc3)o2)cc1OC (stereo unspecified)	-3	12	-10	-4	-499	0.3	-4	-5

Some entries already given, reduced to NR3A LBD binder:
SMILES	NR3A LBD binder
O=C(O)CSc1nc2ccccc2s1	0
CCCCC(=O)Nc1nn(CCC)c2nc3ccccc3cc12	1
C=CCn1c(CCSCc2ccc(OC)c(C)c2)n[nH]c1=S	0

3 compounds already listed, ordered by the number in MPTP inh, falling.
SMILES	HKDC1 inh	PfGluPho inh	ATG4B inh	SENP6 block	MPTP inh	NR3A LBD binder	SENP7 block
CO/N=C/C=C1/N(C)c2ccccc2C1(C)C	-5	-8	-2	-3	1.0	-1	6
CC(=O)Nc1ccc(C(=O)CSc2nnc(Cn3nnc4ccccc43)n2C)cc1	-9	-6	-1	-23	0.3	-2	3
CC1=C(C#N)C(NC(=O)c2ccc(Cl)cc2)(C(F)(F)F)C(=O)N1 (stereo unspecified)	-5	-1	-1	-14	-0.5	2	-7
